Mm-Cpn inhibitor = inhibitors of Methanococcus maripaludis chaperonin (MmCpn); purified Mm-Cpn ATPase, ADP Transcreener TR-FRET; Potency, µM (titrated, usually from 76.9 µM), inactives show at the highest dose activity, negative = inhibition, most hits filed as inhibitors; AID 504842; actives 0.031% (n = 330,000); note: potency is the fitted concentration of half-maximal effect; % is set by controls: 0 for no effect and ±100 for the full control effect; nearly all actives have a fitted effect of over 80% in size
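Purified archaeal chaperonin (25 nM final) was preincubated with compound for 10 min at 37°C, then ATP (10 uM final) was added for 30 min at 37°C in Tris pH 7.4/KCl/MgCl2/DTT buffer. ADP was quantified by HTRF Transcreener TR-FRET.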
aSyn rescue = alpha-synuclein toxicity inhibition in yeast; Yeast expressing alpha-synuclein, growth rescue, BacTiter-Glo, 24 h; Potency, µM (highest dose often 46.1 µM), for the others: at the top dose growth rescue (activation), actives largely listed as activators; actives 0.14% (n = 370,000); note: potency is the fitted concentration of half-maximal effect; % of control where 0% means no effect; nearly all actives have a fitted effect of over 65% in size
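Readout is rescue of growth in alpha-synuclein-expressing yeast, so inhibitors of toxicity appear as activators. Growth after 24 hr at 30 deg C in galactose medium is quantified by luminescence.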
Abeta rescue = compounds reversing amyloid beta toxicity in yeast | Potency, µM (doses to about 46.1 µM), without a hit: at the highest dose growth rescue, hits mostly activators | yeast expressing A-beta42, growth rescue, OD600, 48 h; response scale: 0% DMSO, 100% iron-clioquinol control | actives 0.063% (n = 410,000); note: potency is the fitted concentration of half-maximal effect; nearly all actives have a fitted effect of over 55% in size
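Yeast growth medium received pinned compounds, then yeast cells expressing toxic A-beta were added; plates incubated at 30 C for 48 hr. Growth read as absorbance at 600 nm, normalized to DMSO and equimolar FeCl3 plus clioquinol controls.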
GLP1R inv ag = acts as inverse agonist at human GLP-1 receptor | actives 1.6% (n = 410,000) | AID 624417 | Potency, µM (titrated, usually from 38.3 µM), for the others: at the highest dose activity change, negative = inhibition, most hits filed as inhibitors | P43220 | HEK293 GLP-1R CRE-luciferase, luminescence, 24 h; GLP-1R form is constitutively active; note: potency is the fitted concentration of half-maximal effect; % is set by controls: 0 for no effect and ±100 for the full control effect; nearly all actives have a fitted effect of over 55% in size
Target sequence (P43220 whole entry, looked up): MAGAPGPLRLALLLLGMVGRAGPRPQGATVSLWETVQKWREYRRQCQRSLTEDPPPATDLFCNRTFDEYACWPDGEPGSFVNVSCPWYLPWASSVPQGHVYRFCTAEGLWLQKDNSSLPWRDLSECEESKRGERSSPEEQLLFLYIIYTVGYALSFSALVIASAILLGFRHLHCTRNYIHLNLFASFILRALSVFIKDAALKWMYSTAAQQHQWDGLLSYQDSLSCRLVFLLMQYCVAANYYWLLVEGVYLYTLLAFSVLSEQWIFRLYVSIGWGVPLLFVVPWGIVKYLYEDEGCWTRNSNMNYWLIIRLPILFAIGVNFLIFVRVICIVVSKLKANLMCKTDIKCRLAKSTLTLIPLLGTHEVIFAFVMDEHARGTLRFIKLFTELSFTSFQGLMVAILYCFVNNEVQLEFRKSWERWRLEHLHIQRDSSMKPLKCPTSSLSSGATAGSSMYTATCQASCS
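HEK293 cells stably co-expressing constitutively active GLP-1R and a cAMP-responsive luciferase reporter were seeded in DMEM with 10% Nu serum, given compounds after 12 h, and incubated 24 h at 37 deg C. Luminescence was then read.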
FUS yeast rescue = suppressors of FUS proteinopathy in yeast; S. cerevisiae FUS-expressing, growth rescue, OD600, 24 h; Potency, µM (series often up to 76.6 µM), for inactives: at the highest dose growth rescue (activation), actives largely listed as activators; actives 0.24% (n = 390,000);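 note: potency is the fitted concentration of half-maximal effect; plate controls were DMSO vehicle for no effect and reference control for full effect; nearly all actives have a fitted effect of over 55% in size; some results filed as inactive show a strong effect at the top dose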
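Quantitative HTS measuring growth restoration of FUS-toxic yeast. Galactose-induced cells (OD 0.005) were exposed 24hr at 30C to compounds at several concentrations, then absorbance at 600 nm was recorded.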
Akt phos inh = Akt phosphorylation inhibition; Neuro2A IGF-stimulated pAkt S473 HTRF, 20 min; stronger effect = lower value; activity change, % for hits at 50 µM; actives 0.32% (n = 360,000); AID 651550; in the data active = activity change below about -80%; inconclusive = mostly about -51% to -80%; note: % is set by controls: 0 for no effect and ±100 for the full control effect
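Neuro2A cells (4,500/well, DMEM with 0.5% FBS) were treated with compound at a single 50 µM final concentration, stimulated with 6 nM IGF for 20 min at 37 °C, and lysed. Phospho-Akt Ser473 was read by HTRF as 665/615 ratio ×10^4.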
PTHR1 ag = activates the human parathyroid hormone receptor PTHR1 | Q03431 | Potency, µM (doses to about 115 µM), inactives show at the top dose activation, hits mostly activators | actives 0.075% (n = 410,000) | HEK293 GP2 PTHR1 cells, GloSensor cAMP luminescence, 1 h; note: potency is the fitted concentration of half-maximal effect; nearly all actives have a fitted effect of over 55% in size; some results filed as inactive show a strong effect at the top dose; inactives centre near -15; many of its hits are not listed in these tables
Target sequence (Q03431 whole entry, looked up): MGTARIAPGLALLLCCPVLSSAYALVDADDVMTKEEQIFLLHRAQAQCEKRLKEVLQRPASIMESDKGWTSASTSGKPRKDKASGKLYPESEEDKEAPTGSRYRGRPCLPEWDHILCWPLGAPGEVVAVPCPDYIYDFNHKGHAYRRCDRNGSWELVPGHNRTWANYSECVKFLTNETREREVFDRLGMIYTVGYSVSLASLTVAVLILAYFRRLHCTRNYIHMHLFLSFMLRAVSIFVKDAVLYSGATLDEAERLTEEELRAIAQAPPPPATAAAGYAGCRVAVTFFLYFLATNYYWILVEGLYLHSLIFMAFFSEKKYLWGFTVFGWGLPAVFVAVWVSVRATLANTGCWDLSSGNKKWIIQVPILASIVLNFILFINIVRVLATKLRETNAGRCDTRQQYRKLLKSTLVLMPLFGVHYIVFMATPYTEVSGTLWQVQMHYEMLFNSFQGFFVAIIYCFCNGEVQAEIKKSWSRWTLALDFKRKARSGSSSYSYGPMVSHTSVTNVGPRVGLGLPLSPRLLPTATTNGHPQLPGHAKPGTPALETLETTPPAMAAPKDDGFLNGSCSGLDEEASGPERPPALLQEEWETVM
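HEK-293-derived GP2 cells expressing PTHR1 and a GloSensor cAMP reporter, 3,000/well, plated overnight, given luciferin plus IBMX (each 0.5 mM as added) for 1 h at 37 °C, then compound for 1 h at 37 °C. Luminescence was read after 15 min at room temperature.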
TDP-43 yeast inh = TDP-43 toxicity inhibition in yeast | TDP-43 expressing yeast growth rescue, BacTiter-Glo, 24 h | Potency, µM (doses to about 46.1 µM), for the others: top-dose growth rescue (activation), hits mostly activators | actives 1.8% (n = 410,000); note: potency is the fitted concentration of half-maximal effect; % of control where 0% means no effect; nearly all actives have a fitted effect of over 50% in size
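Yeast cells expressing TDP-43 under galactose induction are exposed to compounds for 24 hr at 30 deg C. BacTiter-Glo luminescence measures growth, so protective compounds score as activators.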
HEK293 tox = cytotoxicity counter-screen for GLP-1 receptor inverse agonists; Potency, µM (titrated, usually from 38.3 µM), for inactives: at the top dose activity change, negative = inhibition, actives largely listed as inhibitors; actives 0.13% (n = 410,000); HEK293 cAMP-luciferase reporter cells, luminescence, 24 h;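 note: loss of luciferase light is scored as toxicity; potency is the fitted concentration of half-maximal effect; % is set by controls: 0 for no effect and ±100 for the full control effect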
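Here, cytotoxicity is scored as loss of luminescence. The MLSMR collection was tested on cells seeded in medium containing 10% Nu serum, with a 24 hr compound exposure preceded by 12 hours of culture.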
* hit, by the source's call; i = inactive; ? = inconclusive; · = not tested or not shown; & = joins results of further samples; [ ] = dose if it differs, or a comment. Unless noted, calls come from the whole dose curve; as a rule, active = well fitted curve in the direction sought with a large enough effect; inconclusive = small, poorly fitted or top-dose-only effect, or another doubt; inactive = no such curve, though single readings can be large; an effect the other way counts as inactive or inconclusive. A portion of the library; count on the stated rates, not on these rows.

Molecule | Mm-Cpn inhibitor | aSyn rescue | Abeta rescue | GLP1R inv ag | FUS yeast rescue | Akt phos inh | PTHR1 ag | TDP-43 yeast inh | HEK293 tox
CC1(C)CC(N2CCCC2)=CC(=[N+]2CCCC2)C1 | -1% | -6% | -6% | ? | 1% | i | -40%[inhibitor] | 20% | -27%
O=C(NCC1CCCO1)C(c1cccs1)N(Cc1ccccc1Cl)C(=O)c1ccc(-c2ccccc2)[nH]1 (stereo unspecified) | -11% | 15% | 6% | 2.5µM* | · | i | i | 26% | 0%
COCc1cc(C)nc2sc(C(=O)Nc3ccc(OC(F)(F)F)cc3)c(N)c12 | · | · | -22% | -21% | 7% | · | i | 2% | 93%[activator]
CN(C)C(CNS(=O)(=O)c1ccc(Br)cc1)c1cccnc1 (stereo unspecified) | 0% | -5% | 23% | 10% | 43% | i | -5%[57.5 µM] | 7% | -5%
COc1ccc([N+](=O)[O-])cc1N(CC(O)CN(C)C)S(=O)(=O)c1ccc(C)cc1 (stereo unspecified) | -3% | 7% | 11% | ? | 6% | i | i | 7% | -28%
O=C(CSc1nnc(NC(=O)c2ccco2)s1)Nc1ccc(F)cc1 | -1% | -11% | -23% | 22% | 9% | i | i | -9% | 2%
CCOc1ccc(C(=O)NCC(=O)OC(C)C(=O)NCc2ccco2)cc1OCC (stereo unspecified) | -3% | -3% | 19% | 17% | -3% | i | -15%[57.5 µM] | 2% | -10%
CCN(CC(=O)Nc1cccc(OC)c1)CC(=O)Nc1cccc2ccccc12 | 0% | 7% | -1% | ? | · | i | -22% | -15% | -23%
Cc1cc(C)nc(Nc2ccccc2Br)n1 | -1% | -4% | -5% | 1% | · | i | -22% | 0% | -10%
N#CCSc1nnc(COc2cccc3ccccc23)n1-c1cccc(Cl)c1 | -1% | 2% | 8% | ? | -9% | i | -55%[inhibitor] | 9% | -20%
COc1cc(/C=C(\C#N)C(N)=O)ccc1OCc1c(C)no[n+]1[O-] | 6% | -4% | · | 17% | 4% | i | -14% | 3% | 6%
Cc1ccc(-c2csc3ncnc(Oc4ccc5c(C)cc(=O)oc5c4)c23)cc1 | -16% | 2% | -15% | ? | · | i | -4% | 7% | 3%

Next section:
Molecule | Mm-Cpn inhibitor | aSyn rescue | Abeta rescue | GLP1R inv ag | FUS yeast rescue | Akt phos inh | PTHR1 ag | TDP-43 yeast inh | HEK293 tox
O=C(CNC(=O)c1ccco1)N=Nc1c(O)[nH]c2ccc([N+](=O)[O-])cc12 | -2% | 1% | -7% | 7% | 4% | i | 15% | -19% | ?
COc1ccc(-c2nc(CN3CCC(C(=O)NCc4ccc(F)cc4)CC3)c(C)o2)cc1OC | · | · | -15% | 19% | 13% | · | -25% | 2% | 2%
CCCCNC(=O)C1CC(c2ccccc2[N+](=O)[O-])=NO1 (stereo unspecified) | 0% | -2% | -4% | 6% | -21% | i | i | 14% | -1%
O=C(COC(=O)c1cccc2c1C(=O)c1ccccc1C2=O)NC1CCCCC1 | 0% | 4% | -16% | -1% | -4% | i | -37%[inhibitor] | ? | ?
O=C(NCc1ccccc1Cl)C1CCN(S(=O)(=O)c2ccc(-n3cnnn3)cc2)CC1 | 1% | 1% | -4% | 11% | -9% | i | i | -3% | -2%
CC1Sc2ccc(S(=O)(=O)CCC(=O)NC3CCCCC3C)cc2NC1=O (stereo unspecified) | -1% | -3% | 4% | -7% | 1% | i | i | -3% | -5%
COc1ccc(CN(Cc2ccc(OC)cc2)C(=O)c2cccs2)cc1 | 0% | 2% | -20% | ? | 31% | i | i | -17% | 20%
Cc1ncc(CO)c2c1Oc1nc(-c3ccccc3)nc(SCC(=O)N3CCCCC3)c1C2 | -1% | -2% | -6%&-16% | ? | 23%&6% | i | -3%&-4% | -6%&9% | ?
CCOC(=O)Cc1nc(-c2cccc(C(F)(F)F)c2)no1 | 2% | -9% | 2% | -14% | 9% | i | i | -12%[0.397 µM] | -5%
Cc1cc(C)cc(N(CC(=O)NC2CCCC2)C(=O)CCC(=O)Nc2nccs2)c1 | 3% | 0% | 2% | 6% | 0% | i | i | -17% | -18%
Cc1ccc(SC(C)C(=O)O/N=C(\N)c2ccncc2)cc1 (stereo unspecified) | 1% | 18% | -13% | ? | 11% | i | -21% | 29% | 10%
COC(=O)C1=CN(Cc2cccs2)C=C(C(=O)OC)C1c1cccc(O)c1 | ? | 4% | -3% | -6% | -4% | i | i | 10% | 93%[activator]

Other results follow.
Molecule | Mm-Cpn inhibitor | aSyn rescue | Abeta rescue | GLP1R inv ag | FUS yeast rescue | Akt phos inh | PTHR1 ag | TDP-43 yeast inh | HEK293 tox
Cc1cc(C(O)c2ncc(-c3ccc(Oc4ccccc4)cc3)[nH]2)ccc1F (stereo unspecified) | · | -31%[inhibitor] | -3% | ? | ? | i | -76%[inhibitor] | -3% | ?
Cn1cccc1C(=O)OCC(=O)Nc1cccc(S(=O)(=O)N2CCOCC2)c1 | -4% | -1% | -3% | 11% | -11% | i | i | -4% | 8%
CCOc1ccc(Nc2oc(/C=C/c3ccc(F)cc3)nc2C#N)cc1 | · | · | -7% | -3% | -12% | · | -11% | 18% | 2%
CN(c1ccc(C(=O)N2CCCCCC2)cc1)S(=O)(=O)c1ccc(Cl)cc1 | 0% | 14% | -23% | ? | · | i | -43%[inhibitor] | 26% | 19%
Cn1c(CNC(=O)c2ccco2)nnc1SCC(=O)Nc1cccc(F)c1 | 1% | 0% | -11% | -3% | 0% | i | -6% | 0% | -29%
COc1cc(OC)c(OC)cc1CN1CCN(C(=O)c2cccc3ccccc23)CC1 | -1% | -5% | 0% | 8% | 8% | i | 18% | -20% | 6%
CC(OC(=O)C1CCCCC1)C(=O)Nc1ccc(S(N)(=O)=O)cc1 (stereo unspecified) | -1% | -4% | -16% | 8% | -7% | i | i | -10% | -5%
Cc1ccc(S(=O)(=O)NCCC(=O)O)cc1 | 1% | -2% | 8% | -11% | -8% | i | i | -4% | 15%
COc1cc(CN(C2CC2)S(=O)(=O)c2ccccc2Br)cc(OC)c1 | 1% | -18% | 0% | 10µM* | 15% | i | i | 22% | 8%
COC(CN(C)C(=O)c1cn(C)c2ccc(S(=O)(=O)N(C)C3CCCCC3)cc2c1=O)OC | 0% | -1% | -8% | 12% | 26% | · | i | 12% | 5%
CCc1cc2c(NCC3CCCO3)nc(C)nc2s1 (stereo unspecified) | -1% | 6% | 17% | -18% | 10% | · | -16%[57.5 µM] | 19% | -3%
COc1cc(C)c(C(=O)Oc2cc(C)c(C(=O)O)c(O)c2)c(O)c1 | 0% | -45%[inhibitor] | -34%[inhibitor] | 2% | 10% | i | -51%[inhibitor] | 24% | -1%

Remaining list, next part.
Molecule | Mm-Cpn inhibitor | aSyn rescue | Abeta rescue | GLP1R inv ag | FUS yeast rescue | Akt phos inh | PTHR1 ag | TDP-43 yeast inh | HEK293 tox
COc1nc(NC(=O)c2ccc(F)cc2)nc(OC)c1-c1ccccc1 | -1% | -13% | 7% | ? | 6% | i | -57%[inhibitor] | ? | 13%
CC(=O)Oc1ccc(-n2c(=O)c3ccccc3c3ccccc3c2=O)cc1 | 0% | 15% | -3% | -13% | 10% | i | -29% | -5% | -7%
CN(CC(=O)Nc1ccccc1Cl)C(=O)COC(=O)CSc1ccc(F)cc1 | 1% | 8% | 5% | 21% | 1% | i | i | -1% | 4%
CN(C)c1ccc(NC(=O)c2cccc(N3C(=O)C4C5C=CC(C5)C4C3=O)c2)cc1 (stereo unspecified) | 1% | 0% | 4% | -2% | 14% | i | -7%[57.5 µM] | -11% | 2%
O=C(Cn1c(C(F)(F)F)nc2ccccc21)c1ccc(F)cc1 | 0% | 1% | -4% | -22% | 8% | i | -5% | -20% | -3%
CN1CCN(C(=O)CSc2nc(-c3ccncc3)ccc2C#N)CC1 | 1% | 5% | -4% | 51%[activator] | -20% | i | 26%[57.5 µM] | 11% | -8%
CCCCC(=O)Nc1ccc(C(=O)Nc2ccc(OC)cc2[N+](=O)[O-])cc1 | 2% | 2% | 4% | ? | · | i | -33%[inhibitor] | 7% | -7%
CCCN(CCC)S(=O)(=O)c1ccc(C(=O)Nc2c(C)n(C)n(-c3ccccc3)c2=O)cc1 | 1% | -1% | -2% | 4% | -7% | i | -23% | -12% | -5%
O=C(CCCN=C1NS(=O)(=O)c2ccccc21)OCC(=O)c1ccc(F)c(F)c1 | 3% | 0% | 0% | 1% | 4% | i | i | 8% | 2%
Cc1ccccc1-n1nc(C)c2c1N=C1C(Cl)=CC(Cl)=CN1C2c1ccc(C(=O)O)cc1 (stereo unspecified) | 0% | 0% | -12% | 6% | · | i | -30%[inhibitor] | ? | -21%
CC1CCCCC1NC1=NCCS1 (stereo unspecified) | 2% | -14% | 4% | -5% | -15% | i | -25% | -13% | 4%
CCCCOc1ccc(C(=O)N/C(=C/C=C/c2ccccc2)C(=O)NCCCO)cc1 | -1% | -2% | -6% | ? | ? | i | i | -4% | -3%
CC1CCCC(C)N1C(=O)CSc1nnc(COc2ccc(F)cc2)o1 (stereo unspecified) | 1% | 4% | -1% | -27% | 5% | i | -41%[inhibitor] | 25% | 13%
CCN(C(=O)c1ccnc(C(C)(C)C)c1)c1ccccc1 | 1% | -2% | -1% | 2% | 67% | i | ? | -19% | 5%
Cn1nnc(NC(=O)c2ccc(Br)o2)n1 | 1% | -3% | 3% | 7% | -32% | i | i | 16% | 1%
